# Assay outcomes deposited in PubChem by several laboratories.
# Yfh1-off respiration = mitochondrial function rescue without frataxin homolog – Friedreich's ataxia, plus single-dose screen, dose response (AID 1465). fold induction at 50 µM, or EC50 in µM where a hit was titrated. 220,000 tested, 0.074% active. S. cerevisiae Yfh1-off respiration, WST-1 reduction, 72 h; higher fold induction means a stronger effect;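 active means fold induction of absorbance versus untreated yeast above a set limit, then at least 30% activation at any dose in follow-up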;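 further: activators that raise dye reduction in frataxin-depleted yeast; strong numbers were not always called active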
# Dynein transport = dynein cargo transport inhibition | 220,000 tested, 0.47% active | 3617.4 mouse cells, GR-EGFP nuclear translocation imaging; test concentration mostly 20 µM; stimulated with dexamethasone, 1 µM; active compounds read low | z-score, hits read low;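 active means plate z-score of nuclear minus cytoplasmic receptor signal below a set negative limit, without overly bright fluorescence or cell loss, cut at about -3.5 in these data, passing the limit was not always enough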;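 further: z-score of nuclear minus cytoplasmic ring GR-EGFP intensity difference per well; some compounds called inactive have numbers as strong as hits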
#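 Buffer or medium – tet-free medium with charcoal-stripped serum · Signal – automated 10x imaging of fixed Hoechst-stained cells · Also added – dexamethasone agonist, 1.0 µM final, for 30 min · Incubation – induction 48 h, compound 1 h, agonist 30 min · Read-out – GR-EGFP nuclear translocation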
# MT stabilize HCS = microtubule stabilization, imaging screen; 200,000 tested, 0.83% active; HeLa tubulin immunostaining HCS, 24 h; share of cells brighter than vehicle mean+2SD; % tubulin-high responders, % at 10 µM;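 active means plate Z-score above 3 for both tubulin-high and condensed-nucleus cell shares, with cell loss under 80%, at 10 µM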;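 further: anti alpha tubulin signal scored within the nucleus-defined area of each cell; some results filed as inactive read as strong as hits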
# bCat nuc transl = alters nuclear translocation of beta-catenin in HeLa cells; immunofluorescence imaging; nuclear translocation activity, % at 5 µM; 190,000 tested, 0.3% active; AID 1665;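 active means nuclear translocation activity above 50% at 5 µM, with a well cell count of 50 or more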;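 further: per-cell ratio of nuclear to cytoplasmic median beta-catenin stain intensity; plate controls were DMSO negative control for no effect and GSK-3 inhibitor IX positive control for full effect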
#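 Technique: fluorescence imaging of beta-catenin antibody stain plus DAPI / Material: human HeLa cell line / Incubation: compound treatment 24 h, 37°C, 5% CO2 / Read-out basis: % activation of per-cell nuclear versus cytoplasmic median beta-catenin signal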
# Autophagy HCS = autophagy modulation, high-content screen; AID 463193; 190,000 tested, 0.98% active; calls only at 10 µM (by protocol); MEF GFP-LC3 puncta imaging; test concentration mostly 10 µM;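 active means percentage of spot-positive cells more than 3 SD above its plate mean, without a fluorescence outlier flag or 80% toxicity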;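 further: spot-positive cell cutoff set from DMSO-treated cells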
# Ins promoter up = MIN6 insulin promoter up-regulation | MIN6 insulin promoter-GFP reporter, high-content imaging; active compounds read high | AID 1625 | z-score at 5 µM | 190,000 tested, 0.3% active;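 active means z-score above 3 at 5 µM with at least 500 cells counted in the well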
# Lipid droplet = hepatic lipid droplet formation modulation. AML12 mouse hepatocytes, oleate lipid droplets, BODIPY imaging. inhibition, % at 6.5 µM. 240,000 tested, 0.4% active;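 active means lipid droplet intensity inhibited by at least 50%, with more than 500 cells counted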
#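 Assay system: AML12 hepatocytes (mouse); Probe or stimulus: oleic acid at 100 µM to induce lipid droplet formation; Dosing: compound at 6.5 µM only; Schedule: compound with oleate, overnight; Detection: fluorescence imaging, 20x objective, two fields per well; Measure: % inhibition of lipid droplet signal.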
# HEK293 NOD2/NF-kB = NOD2 signaling inhibitors, cell-based, luminescence, uHTS, HEK293 (AID 1566). HEK293 NOD2/NF-kB luciferase reporter, luminescence; higher % means a stronger effect. inhibition, % at 4 µM; hits with a dose series show EC50 in µM. 290,000 tested, 0.63% active; in the data active means inhibition above about 50%; further: many of its hits are not listed in these tables
# WT yeast gro inh = growth inhibition of WT yeast, mitochondrial fusion screen | AID 1362 | mitochondrial fusion phenotypic screen, WT strain | 190,000 tested, 2.1% active | inhibition, % at 10 µM; in the data active means inhibition above about 58%; tested in S. cerevisiae
# WT yeast gro inh mutant strain = also measured in WT yeast gro inh; calls as there; inhibition, %; mitochondrial fusion phenotypic screen, mutant strain inhibition
# Dynein transport cytoplasmic EGFP = further read-out of Dynein transport, marked with its call; z-score; measured here: cytoplasmic GR-EGFP intensity; active compounds read high
# Dynein transport nuclear GR-EGFP = also measured in Dynein transport; calls as there; z-score; measured here: nuclear GR-EGFP intensity;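 lower value marks the stronger effect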
# Dynein transport cell count = second read-out of Dynein transport, no call of its own (marks repeat the call); z-score; measured here: cell count per field
# Ins promoter up cell count = further read-out of Ins promoter up, marked with its call; cell count; measured here: cytotoxicity, nuclei count;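 total cells summed across four imaged fields per well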
# Lipid droplet cells 6.5 µM = also measured in Lipid droplet; calls as there; cell count; measured here: cell count, cytotoxicity flag;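 cells counted across two imaged fields per well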
# bCat nuc transl cell count 5 µM = further read-out of bCat nuc transl, marked with its call; cell count; measured here: cell count, cytotoxicity flag
# MT stabilize HCS Hoechst-high % = recorded beside MT stabilize HCS, whose call it bears; % Hoechst-high responders; measured here: nuclear condensation Hoechst responders;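 share of cells brighter than vehicle mean plus two SD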
# MT stabilize HCS cytotoxicity % = also measured in MT stabilize HCS; calls as there; toxicity, %; measured here: cytotoxicity by cell density;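 0% = mean cell density of plate MIN control wells and 100% = no cells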
# Autophagy HCS cell loss 18 h = further read-out of Autophagy HCS, marked with its call; toxicity, %; measured here: cell loss, nuclei count;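 cell loss after 18 h compound exposure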
# Numbers without * were called inactive; i = inactive; · = not tested or not shown; + = active, no number. An excerpt (hit frequency here may not be typical).
SMILES,Yfh1-off respiration,Dynein transport,Dynein transport cytoplasmic EGFP,Dynein transport nuclear GR-EGFP,Dynein transport cell count,MT stabilize HCS,MT stabilize HCS Hoechst-high %,MT stabilize HCS cytotoxicity %,bCat nuc transl,bCat nuc transl cell count 5 µM,Autophagy HCS,Autophagy HCS cell loss 18 h,Ins promoter up,Ins promoter up cell count,Lipid droplet,Lipid droplet cells 6.5 µM,HEK293 NOD2/NF-kB,WT yeast gro inh,WT yeast gro inh mutant strain
CC(C)(C)c1ccc(C(=O)Nc2sc3c(c2C(=O)O)CCC3)cc1,i,1.38,-0.0841,0.538,-1.98,2.7,2.1,0.6,2.2,871,i,-4.4,-1.12,1171,-4.8,695,·,2.0,6.5
C/C(=N/NC(=O)CNc1ccc(Cl)cc1C)c1ccc(C)cc1,i,-1.32,-0.372,-0.634,0.883,3.3,2.4,8.1,0.5,1111,i,3.0,-0.61,1206,-2.6,778,13.0%,-8.4,7.3
CN1CCN(C2CC(=O)N(CCc3ccccc3)C2=O)CC1 (stereo not drawn),i,0.231,-0.253,0.122,0.246,·,·,·,0.1,1302,·,·,-0.13,1097,-8.9,743,10.5%,·,·
COc1ccc2c(c1)c1c3n2CCN(C)C3=NCC1,i,0.86,1.4,1.54,-0.612,5.2,1.9,4.3,-4.8,1055,i,-10.7,0,1381,·,·,10.8%,-14.2,1.0
CCc1ncc(C(O)c2cccc3ccccc23)n1C (stereo not drawn),i,-0.53,-0.128,0.0693,-0.477,6.4,2.5,4.4,-4.0,954,i,-14.7,-1.77,1100,·,·,-4.8%,-6.0,-9.0
COc1ccc(NC(=O)CCCn2c(=O)c3sccc3n(Cc3ccc(C)cc3)c2=O)cc1,i,-0.202,-0.278,-0.112,0.212,7.1,1.8,10.7,2.1,1083,i,-8.9,0.18,1581,8.9,666,21.2%,4.5,9.2
FC(F)(F)c1ccc(C2[C@H]3CN(Cc4cccnc4)[C@H](c4ccccc4)C34CC2(c2ccccc2)C4)cc1 (stereo partly drawn),i,1.63,-0.765,0.7,-0.556,·,·,·,-0.1,1368,·,·,-0.06,821,-1.8,652,-6.8%,·,·
CC(C)C(NC(=O)c1ccccc1)C(=O)NCc1ccccn1 (stereo not drawn),i,1.68,-0.237,0.74,-0.0529,3.6,2.5,4.8,·,·,i,-6.3,0.28,1289,4.2,653,7.6%,-4.2,-0.5
Oc1ccccc1-c1nc(NCC2CCCO2)c2ccccc2n1 (stereo not drawn),i,-0.663,-0.128,-0.292,1.26,2.5,3.3,7.7,1.8,1006,i,1.5,0.02,1157,5.3,677,5.2%,66.0,68.8
COc1ccc(OCC(O)Cn2c(N)nc3c2c(=O)[nH]c(=O)n3C)cc1 (stereo not drawn),i,0.295,-0.201,0.763,-0.921,·,·,·,1.0,1226,·,·,-0.11,927,-4.7,713,10.7%,·,·
O=C(O)C1CC=CCC1C(=O)Nc1cccc(Cl)c1Cl (stereo not drawn),i,0.34,-0.204,0.351,0.0873,2.4,2.7,12.4,-2.1,1408,i,9.8,-0.24,1641,·,·,6.0%,3.5,6.1
CN(NS(C)(=O)=O)c1c(C#N)c(C(F)(F)F)nn1C,i,-0.869,-0.0583,-0.677,1.04,2.9,1.9,3.5,0.2,1153,i,-9.5,-0.17,1210,-12.7,714,17.7%,1.2,-8.8
O=C(Nc1ccc2nn(-c3ccccc3)nc2c1)c1ccc2c(c1)OCCO2,i,-0.528,-0.223,-0.269,0.877,1.6,1.6,6.7,2.5,1021,i,-16.5,0.04,1299,·,·,·,-6.4,-19.0
Cc1ccc2sc(NC(=O)CN3C(=O)c4ccccc4C3=O)nc2c1C,·,0.216,-0.145,1.11,-0.668,2.0,3.1,7.9,1.0,593,i,10.5,1.12,1254,0.1,756,6.5%,1.1,-9.8
Cc1csc2nc3cc(C(N)=O)ccc3c(=O)n12,i,-0.477,-0.802,-0.0717,-0.249,·,·,·,-0.7,1047,·,·,·,·,-24.0,644,4.7%,·,·
O=C(OCCCN1C(=O)c2ccccc2C1=O)c1ccco1,i,-0.457,-0.205,-0.316,0.0233,1.9,1.8,21.4,-1.7,1122,i,1.2,-0.5,1303,-2.8,701,-3.5%,10.5,11.6
COc1ccc(CC(NC(C)=O)C(=O)NC2CCN(c3nnnn3-c3ccccc3)CC2)cc1 (stereo not drawn),i,-0.137,-0.144,0.233,-0.164,2.8,2.9,5.3,1.7,1172,i,7.0,0.39,998,·,·,-19.3%,6.1,29.6
COC(=O)c1cc(=O)n(Cc2ccc3c(c2)OCO3)c(=Nc2ccc(F)cc2)s1,i,-3.33,0.868,-1.52,-1.02,6.2,2.1,15.4,·,·,i,-1.8,-0.22,891,·,·,-10.2%,12.2,3.5
CCOC(=O)CC(NS(=O)(=O)Cc1ccccc1)c1ccc(C)cc1 (stereo not drawn),i,-0.463,-0.293,-0.666,0.932,2.1,3.1,9.6,·,·,i,4.0,-0.34,1368,-4.0,645,4.2%,-7.2,-8.5
O=C(Nc1cn(-c2ccccc2)nc1-c1ccc(Cl)cc1)c1ccccc1,i,-0.342,-0.0906,-0.145,-0.741,6.4,1.1,8.4,4.5,498,i,0.0,-0.23,1101,-36.4,735,-10.1%,29.2,1.4
Cc1cc(C)cc(NC(=O)C(=O)NCC2CCCO2)c1 (stereo not drawn),i,-0.543,0.0891,0.0621,0.485,3.8,3.0,9.6,-0.4,1485,i,-4.0,0.03,1408,13.2,650,-19.5%,-7.2,7.0
C=CCOCCN1C(=O)C2C3C=CC(C2C1=O)C1C2C(=O)N(CCOCC=C)C(=O)C2C31 (stereo not drawn),i,1.99,-0.0868,1.47,-1.27,3.2,1.5,4.3,-0.4,1061,i,30.4,-0.24,1320,0.8,661,6.8%,-4.2,1.7
Cc1cc(Nc2cccc(C)c2C)n2ncnc2n1,·,-0.604,-0.216,0.291,0.911,2.7,1.5,9.8,0.4,582,i,12.2,-0.24,1220,-2.0,745,6.1%,6.2,2.0
O=C(COC(=O)C1=COCCO1)Nc1ccc(Oc2ccccc2)cc1,i,-0.853,-0.217,-0.112,0.617,2.1,1.2,8.7,-6.4,1225,i,2.8,-0.25,1007,-11.6,752,-3.0%,2.2,-20.4
C=CCOC(=O)C1=C(C)NC(C)=C(C(=O)OCC=C)C1c1ccco1,i,-1.2,0.0843,-0.232,0.0392,·,·,·,0.0,1372,·,·,0.07,787,7.8,713,22.1%,·,·

# The last two compounds of the part before open the next one:
SMILES,Yfh1-off respiration,Dynein transport,Dynein transport cytoplasmic EGFP,Dynein transport nuclear GR-EGFP,Dynein transport cell count,MT stabilize HCS,MT stabilize HCS Hoechst-high %,MT stabilize HCS cytotoxicity %,bCat nuc transl,bCat nuc transl cell count 5 µM,Autophagy HCS,Autophagy HCS cell loss 18 h,Ins promoter up,Ins promoter up cell count,Lipid droplet,Lipid droplet cells 6.5 µM,HEK293 NOD2/NF-kB,WT yeast gro inh,WT yeast gro inh mutant strain
O=C(COC(=O)C1=COCCO1)Nc1ccc(Oc2ccccc2)cc1,i,-0.853,-0.217,-0.112,0.617,2.1,1.2,8.7,-6.4,1225,i,2.8,-0.25,1007,-11.6,752,-3.0%,2.2,-20.4
C=CCOC(=O)C1=C(C)NC(C)=C(C(=O)OCC=C)C1c1ccco1,i,-1.2,0.0843,-0.232,0.0392,·,·,·,0.0,1372,·,·,0.07,787,7.8,713,22.1%,·,·
COc1ccccc1CNC(=O)CCn1c(=O)[nH]c2ccsc2c1=O,i,0.315,-0.248,-0.0374,0.782,3.6,2.6,3.3,-2.7,1182,i,0.3,-0.19,1190,6.5,723,-3.3%,1.5,-8.1
CCOC(=O)C(=NCC1CCCO1)NNc1ccccc1Cl (stereo not drawn),i,0.177,-0.769,-0.103,-0.465,·,·,·,0.4,1392,·,·,0.11,1005,-0.2,692,-55.2%,·,·
Cc1ccc(S(=O)(=O)N2CCC(C(=O)N3CCC[C@H]3C(=O)NCc3ccco3)CC2)cc1,i,0.212,-0.0954,0.938,-0.805,2.2,1.5,4.0,-1.9,906,+,0.8*,-0.04,1090,·,·,11.0%,-13.5,0.4
C[C@]12C[C@H](O)[C@H]3[C@@H](CCC4=CC(=O)CC[C@@]43C)[C@@H]1CC[C@@H]2C(=O)CO,i,-0.452,0.0401,0.315,0.375,2.3,1.4,2.3,·,·,i,-6.9,·,·,17.6,661,6.8%,0.2,2.6
Cc1ccccc1CSCC(=O)c1c(N)n(CC(C)C)c(=O)n(C)c1=O,i,-0.587,-0.291,-0.157,0.493,2.2,1.2,5.5,-2.2,940,i,30.4,-0.9,685,-0.5,751,25.5%,8.1,9.7
COc1ccc(CN2CCN(S(=O)(=O)c3ccc(F)cc3)CC2)c(OC)c1OC,i,-0.872,-0.237,-0.283,1.05,0.7,1.6,4.6,·,·,i,4.9,-0.31,917,-3.5,731,11.1%,4.9,-1.5
COc1ccc(CNC(=O)/C=C/c2cc([N+](=O)[O-])ccc2OC(F)F)cc1,i,1.1,-0.157,0.884,0.846,3.6,1.2,4.4,-4.4,1071,i,-14.0,·,·,-3.5,785,10.3%,-7.1,0.8
COc1ccccc1CNC(=O)C1CC(=O)N(c2ccc(C)c(C)c2)C1 (stereo not drawn),i,-0.196,-0.256,-0.0884,0.388,5.2,2.1,5.4,1.7,923,i,-2.5,1.82,1289,-7.1,803,18.1%,-6.9,6.7
